Screening results deposited in PubChem by several laboratories.
CHRM1 PAM – potentiates human M1 receptor response to acetylcholine. AID 588819. CHO-K1 hM1, Fluo-8 calcium fluorescence, ACh EC20; 0% = ACh EC20, 100% = maximal ACh. actives 0.088% (n = 360,000). activation, % at 3 µM; in the data active means activation above about 19%, passing the limit was not always enough
CHRM4 PAM – CHRM4 positive allosteric modulation | actives 0.4% (n = 360,000) | CHO-K1 hM4/Gqi5, Fluo-8 calcium fluorescence, ACh EC20; 0% = ACh EC20, 100% = maximal ACh | P08173 | activation, % at 3 µM;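 active means activation above its plate's cutoff, the mean activation of sample wells plus 3 SD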; further: some results filed as inactive read as strong as hits
Target sequence (P08173 whole entry, looked up): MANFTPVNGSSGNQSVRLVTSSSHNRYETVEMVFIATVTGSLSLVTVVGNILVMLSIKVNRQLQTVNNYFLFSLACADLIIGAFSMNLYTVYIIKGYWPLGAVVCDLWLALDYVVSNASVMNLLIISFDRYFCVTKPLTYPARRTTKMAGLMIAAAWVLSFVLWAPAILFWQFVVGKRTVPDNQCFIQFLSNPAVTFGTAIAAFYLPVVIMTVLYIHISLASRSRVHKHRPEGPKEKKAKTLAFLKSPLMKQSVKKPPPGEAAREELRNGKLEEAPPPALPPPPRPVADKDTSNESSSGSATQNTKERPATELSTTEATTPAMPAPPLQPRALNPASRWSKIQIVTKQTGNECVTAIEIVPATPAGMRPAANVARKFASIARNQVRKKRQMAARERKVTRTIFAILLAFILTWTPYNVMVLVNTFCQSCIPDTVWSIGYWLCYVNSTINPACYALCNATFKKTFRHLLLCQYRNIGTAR
CRFR2-BP ag – CRF-BP/CRF-R2 complex agonism | AID 588473 | activation, % at 13.2 µM | HEK293 CRF-R2/CRF-BP, calcium dye fluorescence (FLIPR); percent of saturating CRF peptide response | actives 0.46% (n = 350,000);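 active means activation of at least 50%, plus an integration ratio under a set limit after plate pattern correction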;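 further: plate controls were neutral control wells without compound for no effect and CRF at EC100 for full effect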
CHRM5 agonist – CHRM5 agonism in calcium assay | P08912 | CHO-K1 hM5 cells, Fluo-8 calcium fluorescence; 0% DMSO wells, 100% maximal acetylcholine response | activation, % at 3 µM | actives 0.19% (n = 360,000);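 active means activation above the run's mean over test compounds plus 3 SD, cut at about 23% in these data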;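 further: signal is peak over basal fluorescence ratio across the kinetic read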
Target sequence (P08912 whole entry, looked up): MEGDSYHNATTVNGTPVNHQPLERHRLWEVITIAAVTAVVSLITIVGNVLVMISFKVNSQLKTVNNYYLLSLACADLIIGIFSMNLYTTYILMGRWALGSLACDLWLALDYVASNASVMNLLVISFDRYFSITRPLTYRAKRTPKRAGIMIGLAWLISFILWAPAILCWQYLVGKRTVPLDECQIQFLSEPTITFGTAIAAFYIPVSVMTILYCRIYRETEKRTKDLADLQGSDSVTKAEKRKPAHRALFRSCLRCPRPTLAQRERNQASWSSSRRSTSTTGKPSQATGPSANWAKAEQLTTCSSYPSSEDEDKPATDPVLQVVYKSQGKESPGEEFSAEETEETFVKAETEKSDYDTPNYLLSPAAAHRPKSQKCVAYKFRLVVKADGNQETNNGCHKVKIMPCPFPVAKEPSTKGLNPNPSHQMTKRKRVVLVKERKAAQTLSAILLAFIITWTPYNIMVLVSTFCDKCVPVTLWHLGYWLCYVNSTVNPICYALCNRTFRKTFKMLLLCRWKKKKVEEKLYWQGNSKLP
CRFBP-R2 block – CRF-BP/CRF-R2 complex antagonism; actives 0.59% (n = 350,000); HEK293 CRF-R2/CRF-BP, CRF-induced calcium fluorescence; inhibition, % at 11.8 µM; AID 588475;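 active means inhibition of the ligand-induced calcium signal above about 50% at the single tested concentration, limit read from the data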
M4 antag – antagonists of human muscarinic M4 receptor (CHRM4). P08173. CHO-hM4 cells, ACh EC80, Fluo-8 calcium fluorescence. inhibition, % at 3 µM. actives 0.73% (n = 360,000);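 active means inhibition above its plate's cutoff, the mean inhibition of sample wells plus 3 SD, cut at about 27% in these data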;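 further: 0% = acetylcholine EC80 with DMSO and 100% = DMSO without agonist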
M5 PAM – positive allosteric modulators of human muscarinic M5 receptor. P08912. CHO-K1 hM5, Fluo-8 calcium, ACh EC20 PAM; 0% = ACh EC20, 100% = ACh EC100. activation, % at 3 µM. actives 0.3% (n = 360,000);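 active means activation above the run cutoff, the mean activation of all test compounds plus 3 SD, cut at about 18% in these data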
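Measured by: Fluo-8 calcium fluorescence; material: human M5 receptor in CHO-K1 cells; schedule: Post-acetylcholine fluorescence recording 140 s; benchmarks: low control EC20 acetylcholine (0%), high control EC100 acetylcholine (100%); read-out: Max/basal fluorescence ratio as % of EC20–EC100 ACh window; compound: single dose, 3 µM nominal final test concentration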
CHRM5 antagonist – antagonists of human muscarinic M5 receptor (CHRM5); P08912; actives 0.59% (n = 360,000); inhibition, % at 3 µM; CHO-hM5 cells, Fluo-8 calcium fluorescence, ACh EC80;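 active means inhibition above a per-plate cutoff, the mean of that plate's test compounds plus 3 SD, cut at about 27% in these data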;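 further: 0% = acetylcholine EC80 with DMSO and 100% = DMSO without agonist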
M4 ag – CHRM4 agonism in calcium assay. activation, % at 3 µM. AID 624127. P08173. CHO-K1 hM4/Gqi5, Fluo-8 calcium fluorescence; vehicle 0%, full acetylcholine response 100%. actives 0.14% (n = 360,000);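 active means activation above the run mean over all test wells plus 3 SD, cut at about 32% in these data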;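 further: peak over basal fluorescence ratio per well then scaled between controls; 0% = DMSO wells and 100% = acetylcholine at EC100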
* hit, by the source's call; x = not tested or not shown.

Letters – A = CHRM1 PAM; B = CHRM4 PAM; C = CRFR2-BP ag; D = CHRM5 agonist; E = CRFBP-R2 block; F = M4 antag; G = M5 PAM; H = CHRM5 antagonist; I = M4 ag
> C[C@@H]1CN([C@@H](C)CO)C(=O)c2cc(Br)cnc2O[C@@H]1CN(C)S(=O)(=O)c1ccc(F)cc1
  A: -11	B: -4	C: -0.6	D: -2	E: -4	F: 14	G: 3	H: -3	I: 0

> CC(NC(=O)C(=O)N1CCOCC1)C(c1cccs1)N1CCN(c2ccccc2)CC1 (configuration not stated)
  A: 15	B: -4	C: -0.2	D: -5	E: -12	F: -3	G: 3	H: -1	I: 1

> COc1ccc(CN2CN(C(C)C)CSC2=S)cc1
  A: -5	B: 5	C: -3.8	D: -2	E: 2	F: 2	G: 1	H: -1	I: 1

> CS(=O)(=O)N(CCc1ccccc1)CC(=O)Nc1ccc(OCc2ccccc2)cc1
  A: -4	B: -12	C: 3.7	D: -1	E: -2	F: -3	G: -11	H: 8	I: 5

> COc1ccccc1C(=O)N1CCCC(c2nc(-c3cc(OC)c(OC)c(OC)c3)no2)C1 (configuration not stated)
  A: 8	B: 6	C: -1.2	D: 0	E: 29	F: -3	G: -6	H: 9	I: -2

> COc1cccc(NC(=O)Cc2c(C(=O)O)[nH]c3ccccc23)c1
  A: -11	B: 0	C: -1.7	D: 0	E: 17	F: 3	G: 0	H: -2	I: -1

> O=C(/C=C/NNC(=O)c1cccc(Br)c1)c1ccccc1
  A: 5	B: 0	C: 1.1	D: -2	E: 6	F: 0	G: 0	H: 1	I: 2

> O=C(NC1CC1)c1ccc2nc([C@@H]3O[C@H](CO)[C@H](O)[C@H](O)[C@H]3O)[nH]c2c1
  A: 12	B: 7	C: x	D: 0	E: x	F: -4	G: -2	H: 4	I: 2

> CCC(C)(C)NC(=O)C(c1ccc(OC)cc1)N(C(=O)CCC(=O)Nc1cc(C)on1)c1cccc(F)c1 (configuration not stated)
  A: 21	B: -5	C: -0.5	D: -4	E: -1	F: -14	G: 5	H: 2	I: 1

> O=C(COc1ccc(Cl)cc1Cl)NCC(=O)N/N=C/c1c[nH]c2ccccc12
  A: 8	B: 4	C: 0.4	D: -1	E: 5	F: -2	G: 7	H: -9	I: 0

Next part
Letters – A = CHRM1 PAM; B = CHRM4 PAM; C = CRFR2-BP ag; D = CHRM5 agonist; E = CRFBP-R2 block; F = M4 antag; G = M5 PAM; H = CHRM5 antagonist; I = M4 ag
> CN1CCN(C(=S)c2cn(Cc3cccc(F)c3)c3ccccc23)CC1
  A: 19	B: 4	C: 0.6	D: -3	E: 10	F: -7	G: -8	H: 2	I: 6

> COc1ccc(NC(=O)C2(S(=O)(=O)c3ccc(C)cc3)CC2)cc1OC
  A: 3	B: -1	C: -1.1	D: -2	E: 3	F: 7	G: -3	H: 9	I: 1

> CC(C)COc1ccc(-c2nn(-c3ccccc3)cc2C(=O)Nc2nccs2)cc1
  A: -9	B: -5	C: 0.8	D: -1	E: -2	F: 4	G: -2	H: -1	I: 1

> COC(=O)c1ccccc1NC(=O)COC(=O)c1ccc(C)c(NC(=O)c2ccco2)c1
  A: -5	B: -7	C: 1.2	D: 0	E: 13	F: -8	G: -5	H: 4	I: 5

> Cc1ccc(CC2CC(=O)N(c3ccc(Cl)cn3)C2=O)cc1 (configuration not stated)
  A: 11	B: -4	C: -2.5	D: -3	E: -11	F: -2	G: 1	H: 1	I: 0

> COc1cc(C2C3=C(CC(C)(C)CC3=O)N(C)C3=C2C(=O)CC(C)(C)C3)cc(Br)c1O
  A: 3	B: 9	C: -0.3	D: -1	E: 8	F: -11	G: 6	H: -7	I: 1

> O=C(CN1C(=O)CCC1=O)Nc1ccc(S(=O)(=O)N2CCOCC2)cc1
  A: 4	B: 10	C: -1.6	D: -4	E: 0	F: -11	G: 7	H: -11	I: 1

> C=CCNC(=O)Nc1cc(Cl)ccc1OC
  A: 4	B: -1	C: 0.0	D: -3	E: 5	F: 4	G: 4	H: -9	I: 0

> COc1ccc(C(O)c2nc(-c3cccc(NC(C)=O)c3)cs2)cc1 (configuration not stated)
  A: 15	B: 8	C: x	D: 5	E: x	F: -28	G: -4	H: -4	I: 7

> COc1ccc(C)cc1N(CC(=O)NC(C)c1ccccc1)S(C)(=O)=O (configuration not stated)
  A: 10	B: -2	C: 1.0	D: 0	E: -8	F: 2	G: -4	H: -7	I: 1

Record cards, from the list above.
Profile of `CN1CCN(C(=S)c2cn(Cc3cccc(F)c3)c3ccccc23)CC1` : CHRM1 PAM: 19; CHRM4 PAM: 4; CRFR2-BP ag: 0.6; CHRM5 agonist: -3; CRFBP-R2 block: 10; M4 antag: -7; M5 PAM: -8; CHRM5 antagonist: 2; M4 ag: 6
Profile of `COc1ccc(C(O)c2nc(-c3cccc(NC(C)=O)c3)cs2)cc1` (configuration not stated) : CHRM1 PAM: 15; CHRM4 PAM: 8; CRFR2-BP ag: x; CHRM5 agonist: 5; CRFBP-R2 block: x; M4 antag: -28; M5 PAM: -4; CHRM5 antagonist: -4; M4 ag: 7

An excerpt from above in order of length of the SMILES, rising:
Letters – A = CHRM1 PAM; B = CHRM4 PAM; C = CRFR2-BP ag; D = CHRM5 agonist; E = CRFBP-R2 block; F = M4 antag; G = M5 PAM; H = CHRM5 antagonist; I = M4 ag
> C=CCNC(=O)Nc1cc(Cl)ccc1OC
  A: 4	B: -1	C: 0.0	D: -3	E: 5	F: 4	G: 4	H: -9	I: 0

> COc1ccc(NC(=O)C2(S(=O)(=O)c3ccc(C)cc3)CC2)cc1OC
  A: 3	B: -1	C: -1.1	D: -2	E: 3	F: 7	G: -3	H: 9	I: 1

> COC(=O)c1ccccc1NC(=O)COC(=O)c1ccc(C)c(NC(=O)c2ccco2)c1
  A: -5	B: -7	C: 1.2	D: 0	E: 13	F: -8	G: -5	H: 4	I: 5

> COc1cc(C2C3=C(CC(C)(C)CC3=O)N(C)C3=C2C(=O)CC(C)(C)C3)cc(Br)c1O
  A: 3	B: 9	C: -0.3	D: -1	E: 8	F: -11	G: 6	H: -7	I: 1

Next part:
Letters – A = CHRM1 PAM; B = CHRM4 PAM; C = CRFR2-BP ag; D = CHRM5 agonist; E = CRFBP-R2 block; F = M4 antag; G = M5 PAM; H = CHRM5 antagonist; I = M4 ag
> CCc1ccc(C(=O)OCC(=O)NCC(F)(F)F)cc1
  A: 15	B: 3	C: 0.0	D: -1	E: -7	F: -5	G: 10	H: -3	I: 1

> CC1Cc2[nH]c(=S)[nH]c(=O)c2C(c2ccc(C(C)C)cc2)O1 (configuration not stated)
  A: x	B: 0	C: x	D: 0	E: x	F: -4	G: 3	H: 7	I: 0

> CCOc1ccc(CCNC(=O)COC(=O)c2ccncc2)cc1OCC
  A: 15	B: 16	C: -0.1	D: 4	E: 0	F: -5	G: 11	H: 1	I: 1

> CCOC(=O)CSc1ccc2nnc(-c3ccccc3)n2n1
  A: 4	B: 2	C: 0.8	D: 0	E: 10	F: -16	G: -3	H: 0	I: 6

> Cc1ccc(S(=O)(=O)N2CCC(C(=O)Nc3nnc(-c4ccc(F)cc4)s3)CC2)cc1
  A: -2	B: -5	C: 0.0	D: 0	E: 1	F: -1	G: -2	H: 1	I: 1

> CCC(NC(=S)NCc1ccccc1)C(=O)O (configuration not stated)
  A: 6	B: 12	C: -0.8	D: -2	E: 6	F: -16	G: 0	H: 0	I: 1

> Cc1ccc(NC(=S)NC(C)(C)C)c([N+](=O)[O-])c1
  A: 0	B: -16	C: -0.1	D: -5	E: -8	F: 2	G: -10	H: 8	I: 0

> COc1ccc(Cl)cc1NC(=O)COC(=O)/C=C/c1c(C)nn(C2CCS(=O)(=O)C2)c1Cl (configuration not stated)
  A: 3	B: 13	C: 0.0	D: -1	E: 3	F: -20	G: -1	H: -2	I: 1

> CCc1nnc(NC(=O)CSc2nc3cc4c(cc3cc2C)OCCO4)s1
  A: -2	B: 5	C: -0.8	D: 2	E: -45	F: 8	G: 0	H: 4	I: 0

> Cc1ccc(C)c(NC(=O)CN(C)C(=O)[C@@H](NC(N)=O)C(C)C)c1
  A: 13	B: 2	C: 1.7	D: 3	E: 10	F: -8	G: 1	H: 4	I: 0

(cont.)
Letters – A = CHRM1 PAM; B = CHRM4 PAM; C = CRFR2-BP ag; D = CHRM5 agonist; E = CRFBP-R2 block; F = M4 antag; G = M5 PAM; H = CHRM5 antagonist; I = M4 ag
> Cc1cc2c(cc1C)CSC(c1ccccc1O)SC2
  A: -5	B: -10	C: -0.7	D: -3	E: 15	F: 11	G: -9	H: 7	I: 6

> O=C(c1cccc(NC2=NC3CS(=O)(=O)CC3S2)c1)N1CCN(c2ncccn2)CC1 (configuration not stated)
  A: -6	B: -2	C: -0.1	D: 2	E: 12	F: 0	G: -7	H: 6	I: 1

> O=C(CSc1nc2ccc(Cl)cc2[nH]1)NCc1ccco1
  A: 4	B: -4	C: -5.5	D: -1	E: -39	F: -6	G: -8	H: 3	I: 2

> CCn1c(C(C)NC(=O)c2ccc(Cl)cc2)n[nH]c1=S (configuration not stated)
  A: 5	B: 2	C: -1.7	D: 1	E: -9	F: 2	G: -3	H: 12	I: 1

> Cc1cccc(N2CCN(S(=O)(=O)c3cccc4nonc34)CC2C)c1 (configuration not stated)
  A: 4	B: -3	C: -1.6	D: -2	E: -13	F: 0	G: -1	H: 5	I: 0

> CC(=O)OC1CCC2(C)C(CCC3C4CC=C(C(C)=O)C4(C)OC(=O)CC32)C1 (configuration not stated)
  A: 19	B: -9	C: -3.4	D: -2	E: -21	F: 17	G: 0	H: -2	I: 1

> CN(CC(=O)Nc1ccc(F)c(F)c1F)C(=O)C1CCC1
  A: -1	B: 7	C: -1.8	D: 2	E: 13	F: 9	G: 6	H: 4	I: 0

> Fc1ccccc1/C=N/n1cnnc1
  A: 3	B: 5	C: 0.4	D: 0	E: 6	F: -1	G: -6	H: -5	I: 0

> CCOc1cc(C2Nc3ccccc3NC3=C2C(=O)CC(C)(C)C3)ccc1O (configuration not stated)
  A: 0	B: 3	C: 12	D: -3	E: 16	F: -11	G: 6	H: 6	I: 2

> O=S(=O)(CCN1CCOCC1)c1ccc(Cl)cc1
  A: 20	B: 3	C: 0.4	D: 1	E: 4	F: 0	G: 4	H: 3	I: 1

The list continues:
Letters – A = CHRM1 PAM; B = CHRM4 PAM; C = CRFR2-BP ag; D = CHRM5 agonist; E = CRFBP-R2 block; F = M4 antag; G = M5 PAM; H = CHRM5 antagonist; I = M4 ag
> CCOP(=O)(OCC)C(Nc1cccc([N+](=O)[O-])c1)c1ccc(N(C)C)cc1 (configuration not stated)
  A: 9	B: 1	C: -0.7	D: -12	E: -5	F: -14	G: -8	H: 8	I: 1

> O=C(CN1CCC(C(=O)c2ccc(Cl)cc2)CC1)Nc1ccc2c(c1)OCCO2
  A: -10	B: -8	C: -0.1	D: -1	E: -14	F: 3	G: -8	H: -1	I: 3

> N#CC1=C2SCN(Cc3ccco3)CN2C(=O)CC1c1ccccc1F (configuration not stated)
  A: 2	B: -4	C: -1.7	D: -3	E: -5	F: 2	G: -3	H: 13	I: 0

> COc1ccccc1NS(=O)(=O)c1cc(C(=O)NCC(c2cccs2)N2CCOCC2)ccc1C (configuration not stated)
  A: -2	B: 0	C: -0.2	D: 2	E: -8	F: 4	G: -7	H: 9	I: 5

> O=C(CN1CCOCC1)Nc1nc(-c2ccc3c(c2)CCN3S(=O)(=O)c2ccccc2)cs1
  A: 0	B: -9	C: -0.6	D: 4	E: 32	F: 8	G: -13	H: 0	I: 16
